Screening results (PubChem)
MPTP block = mitochondrial permeability transition pore inhibitors, primary screen, biochemical, isolated mouse mitochondria, absorbance. Ca2+ swelling absorbance, 30 min. inhibition, % at 10 µM. AID 602449, 2012. actives 1.4% (n = 360,000);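 active means inhibition of 50% or more, scaled per plate between neutral and stimulator controls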;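 further: 0% = DMSO wells given calcium and 100% = 1 mM EGTA wells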
Numbers without * were called inactive.

MPTP block | Molecule
0.2 | C[C@H]1CN([C@@H](C)CO)C(=O)CCCn2nncc2CO[C@@H]1CN(C)C(=O)c1ccc2ccn(C)c2c1
0.5 | O=C(O)C(=Cc1ccccc1[N+](=O)[O-])c1ccc2c(c1)OCO2
0.2 | CC1(C(=O)NS(=O)(=O)c2cccc(OC(F)F)c2)CCN1C(=O)C1CC1 (stereo unspecified)
0.7 | CN(C)c1cccc(NC(=O)C2Cc3c(-c4ccccc4Oc4ccccc4)ccnc3O2)c1 (stereo unspecified)
2.9 | COc1ccc(NC(=O)C(C2CC2)n2c(=O)c(-c3cc4ccccc4[nH]3)nc3ccccc32)cc1 (stereo unspecified)
-2.2 | CC(C)(C)OC(=O)N1CCC[C@H]1C(=O)NCc1ccc(F)cc1F
1.3 | CCCc1nc2c(C)cc(Br)cn2c1Cc1ccc(OC)cc1C
-1.6 | CNc1cccc(-c2ccccc2C(C)=O)n1
0.0 | CCc1nc2c(OCc3cc(Cl)cc(Cl)c3)cccn2c1N(C)C(=O)Nc1ccccc1OC
-2.0 | O=C1c2c(-c3ccc(Br)cc3)noc2CCN1Cc1cn(-c2ccccc2)nn1
2.0 | Cc1cc(F)ccc1C(O)c1ncc(-c2ccccc2Cl)[nH]1 (stereo unspecified)
0.9 | CC(C)C[C@H]1CNC(=O)C(=O)N1C[C@@H]1CCCN1C[C@H](CC(C)C)N1C[C@H](Cc2ccc(O)cc2)N(CCc2ccccc2)C(=O)C1=O
0.1 | CCNC(=O)Nc1ccc2c(c1)c(=O)n(C)n2Cc1ccc(Cl)cc1
-1.2 | C[C@H]1CN([C@@H](C)CO)S(=O)(=O)c2ccc(Br)cc2O[C@H]1CN(C)C(=O)Nc1ccccc1F
0.3 | CCCCOCCCNC(=O)C[C@@H]1C[C@@]2(C(=O)OCC)CCC=C2N(Cc2cccc3ccccc23)C1=O
-0.7 | CC(=O)Nc1ccc(NC(=O)C2Cc3c(-c4ccco4)ccnc3O2)cc1 (stereo unspecified)
-0.1 | COC(=O)c1ccc(C(=O)N2CCCCCC2(C)C(=O)NC(C)C)cc1 (stereo unspecified)
1.0 | O=C(CC1CCCC1)NCCS(=O)(=O)N1CCN(c2ccccc2)CC1
0.3 | O=C1Nc2cccc3c2N(CCC3)C2=C1CCC2
0.9 | CCCC(=O)N1CCC1(C)C(=O)Nc1cccc(OC(C)C)c1 (stereo unspecified)
-0.8 | COc1ccc2c(CN3CCCCCCC3)cc(=O)oc2c1
0.4 | O=C(COC(=O)c1cc(S(=O)(=O)N2CCOCC2)ccc1Cl)NC1CCCCC1
50* | COc1ccccc1CNc1nc(NCCOc2ccccc2Cl)c2sccc2n1
-1.2 | COc1ccc(S(=O)(=O)N2C[C@@H](O)COC[C@@H]3O[C@H](CC(=O)NCCCN4CCOCC4)CC[C@H]32)cc1
1.5 | CC1(C(=O)NS(=O)(=O)c2ccc3ccccc3c2)CCN1C(=O)Cc1ccc(Cl)cc1Cl (stereo unspecified)
-0.3 | CC(=NOC(=O)c1ccc(F)cc1)c1nccs1
0.1 | Cc1ccccc1S(=O)(=O)N1C(c2ccc(Cl)cc2)CC=C(C(=O)O)C1c1cccc(Cl)c1 (stereo unspecified)
-2.5 | COc1ccc(NC(=O)C2Cc3c(-c4ccncc4)ccnc3O2)cc1OC (stereo unspecified)
0.3 | CCN(c1ccccc1)S(=O)(=O)c1ccc(OC)c(NC(=O)c2ccco2)c1
-1.0 | CSc1ccccc1NC(=O)C1(C)CCN1C(=O)Cc1ccc(Cl)cc1Cl (stereo unspecified)
-0.1 | CC(=O)Nc1cc(-c2ccc(F)cc2)cn2c(-c3ccc(F)cc3)cnc12
-0.1 | OC[C@@H]1CN(C2CCCC2)C[C@H](n2cnc3c(NC4CCC4)ncnc32)O1
-0.7 | OC[C@@H]1CN(Cc2ccc(F)cc2)C[C@H](n2cnc3c(N4CCCC4)ncnc32)O1
-0.6 | CC(C)(C)S(=O)N1Cc2cc(C(=O)NCCCN3CCOCC3)nc(-c3cccc(-c4cc5ccccc5o4)c3)c2[C@H]1CCO (stereo partly specified)
-1.4 | Nn1c(COc2ccccc2F)nnc1SCC(=O)NCC1CCCO1 (stereo unspecified)
-0.4 | COc1ccccc1NC(=O)N(C)C[C@@H]1OCc2cn(nn2)CCCC(=O)N([C@@H](C)CO)C[C@H]1C
-1.2 | O=C(C[C@H]1CC[C@@H]2[C@H](COC[C@H](O)CN2C(=O)c2cnccn2)O1)NCc1ccc(Cl)cc1
-1.5 | COC(=O)C[C@@H]1CC[C@H](NC(=O)Nc2ccc(OC)cc2)[C@@H](CO)O1
-0.3 | CC1(C(=O)NS(=O)(=O)c2ccc(Cl)s2)CCN1C(=O)Cc1cc(F)ccc1F (stereo unspecified)
-0.4 | CCC(=O)N1CCC1(C)C(=O)Nc1ccc(OC)c(OC)c1 (stereo unspecified)
3.4 | CC(C)(C)c1ccc(CC(=O)N2CCC2(C)C(=O)Nc2ccc3[nH]ncc3c2)cc1 (stereo unspecified)
-2.9 | CC(=O)Oc1ccccc1Cn1c(C)c(C(=O)NCc2ccc(F)cc2)sc1=O
-0.9 | CS(=O)(=O)N(CCc1ccccc1)CC(=O)N1CCCCCC1
0.0 | O=C(NCc1ccccc1)c1cc(C2COCCN2C(=O)c2ccccc2)on1 (stereo unspecified)
-2.1 | CC(C)c1cc(Cn2c3ccccc3c(=O)n2C(C)CBr)on1 (stereo unspecified)
1.0 | O=C(CCN1CCN(c2ccccc2)CC1)NNC(=O)c1ccccc1
0.0 | COCCNC(=O)C1(C)CCCN(C(=O)c2ccc3c(c2)CCO3)C1 (stereo unspecified)
-1.2 | Nc1ccn(C2OC(CCl)C(O)C2O)c(=O)n1 (stereo unspecified)
0.2 | COc1cccc(C(=O)c2ccccc2C(=O)O)c1
0.2 | COCCCNC(=O)[C@@H](Cc1ccccc1)NC(=O)CC[C@H]1O[C@@H](n2ccc(=O)[nH]c2=O)[C@H](O)[C@@H]1O

(more compounds)
MPTP block | Molecule
0.0 | CCS(=O)(=O)NC(=O)C1(C)CCN1C(=O)Cc1ccc(Cl)cc1Cl (stereo unspecified)
0.5 | Cc1ccccc1CN1C(=O)CN(S(C)(=O)=O)CC1(C)C(=O)Nc1c(C)cccc1C (stereo unspecified)
-0.4 | COc1ccc(S(=O)(=O)N2C[C@H]3CON(C)[C@H]3C[C@H]2c2ccc(-c3cccc(F)c3)cc2)cc1
0.1 | COC(=O)[C@@]1(Cc2ccc(F)cc2)[C@H]2c3cc(C(=O)N4CCCC4)n(Cc4ccc(C)c(F)c4F)c3C[C@H]2CN1C(=O)c1ccccc1
-0.4 | CC(C)(C)NC(=O)C1c2ccccc2OCC(=O)N1Cc1cccnc1 (stereo unspecified)
1.2 | Cn1cc(/C=C(\NC(=O)c2ccccc2)C(=O)NCCCn2ccnc2)c2ccccc21
0.0 | C[C@H](CO)N1C[C@H](C)[C@@H](CN(C)Cc2cccnc2)OCc2cnnn2CCCC1=O
0.4 | Cc1cc(NC(=O)c2ccc(OCC3CCCO3)cc2)ccc1Br (stereo unspecified)
0.9 | CC(C)CNC(=O)C1(C)CCN1C(=O)c1ccc(C(C)(C)C)cc1 (stereo unspecified)
2.2 | O=C(Cn1nnc(-c2ccc(F)cc2)n1)NC(=O)NC1CCCCC1
2.5 | CSCCC(C(=O)Nc1c(C)cccc1C)n1c(-c2ccc(-c3ccccc3)cc2)nc2ccccc21 (stereo unspecified)
0.3 | C[C@H](CO)N1C[C@H](C)[C@@H](CN(C)S(=O)(=O)c2ccccc2F)OCc2cnnn2CCCC1=O
1.0 | CN(CC(=O)NCc1cccs1)CC(=O)Nc1ccccc1Cl
-0.7 | CCc1nc2c(OCC(=O)c3ccc(Cl)cc3Cl)cccn2c1N(C)C(=O)c1cccs1
0.5 | C[C@H]1CN([C@@H](C)CO)S(=O)(=O)c2ccc(C#CC3CC3)cc2O[C@@H]1CN(C)S(C)(=O)=O
1.0 | Cc1cc(C)c(C#N)c(Sc2nc(C)c([N+](=O)[O-])c(C)c2C#N)n1
-0.2 | Cc1ccc(C(O)c2ncc(-c3cccc(F)c3)[nH]2)cc1 (stereo unspecified)
1.0 | COc1ccc(-c2nc3cc(C)c(Br)c(C)n3c2Cc2ccc(C)cc2)cc1OC
-1.7 | O=C(c1ccco1)N1CC2(CC(c3ccc(Cl)cc3)=NO2)CN1Cc1ccc(Br)cc1 (stereo unspecified)
0.1 | O=C(c1ccc(S(=O)(=O)Cc2cc(F)ccc2F)c([N+](=O)[O-])c1)N1CCOCC1
-0.1 | CCCCC[C@@H](C)N1C[C@@H](COCc2ccccc2)Oc2cc(N3CCC[C@H]3COC)ccc2S1(=O)=O
98* | COc1ccc(-c2coc3c(C(=O)NCc4ccc(OC)c(OC)c4)cccc23)c(C)c1
0.8 | O=C(c1ccco1)N1CCN(C(=O)c2cnn(-c3ccc(F)cc3)c2-n2cccc2)CC1
1.6 | Cc1cccc(C)c1NC(=O)C1(C)CSCC(=O)N1CCc1ccccc1F (stereo unspecified)
-0.4 | COC(=O)C(C(=O)OC)c1ccccc1NC(=O)OCc1ccccc1
0.0 | COc1ccc(C(O)c2nc(-c3cncnc3)cs2)cc1 (stereo unspecified)
0.2 | COC(=O)C1C2CC3c4[nH]c5cc(OC)ccc5c4CCN3CC2CC(OC2CCCCO2)C1OC (stereo unspecified)
-2.0 | O=C1NC[C@H](CCCCN2C[C@H](Cc3ccccc3)N(CCc3ccccc3)C(=O)C2=O)N(CC2CCCCC2)C1=O
1.0 | COc1cccc(C(=O)NCCS(=O)(=O)N2CCN(c3ccccc3)CC2)c1OC
5.1 | COc1ccc(CC(N)c2csc(NC(=O)NCCc3ccccc3)n2)cc1 (stereo unspecified)
0.0 | COc1cc(CNc2ncnc3c2ncn3[C@H]2CN(CCc3ccccc3)C[C@@H](CO)O2)cc(OC)c1OC
-0.2 | Cn1cnnc1SCC(=O)N1CCc2ccccc2C1
-0.7 | Cc1cccc(C)c1NC(=O)C(c1ccccc1F)n1c(=O)c(-c2ccco2)nc2ccccc21 (stereo unspecified)
0.0 | Cc1cccc(S(=O)(=O)N(C)C[C@@H]2OCc3cn(nn3)CCCC(=O)N([C@@H](C)CO)C[C@H]2C)c1
-0.3 | CCc1nc2c(OCC=C(C)C)cccn2c1N(C)C(=O)c1ccccc1F
-0.5 | Cn1c(=O)c2c(-c3ccccc3)n(-c3cc(C(=O)O)ccc3O)cc2n(C)c1=O
-2.3 | Cc1ccc(S(=O)(=O)NN=CC=CC=NNS(=O)(=O)c2ccc(C)cc2)cc1
-0.7 | COc1ccc([C@H]2N[C@]3(CCCN(Cc4ccc(C)cc4)C3=O)[C@H]3C(=O)N(C)C(=O)[C@@H]23)cc1
1.4 | CC1(C(=O)NS(=O)(=O)c2ccccc2Cl)CCN1C(=O)c1cccc2ccccc12 (stereo unspecified)
5.2 | O=C(CSc1nc(-c2ccccc2)c(-c2ccccc2)o1)N1CCCCC1
1.6 | Fc1cccc(Cc2c(-c3ccccc3)nc3c4ccccc4ccn23)c1
-1.4 | O=C(OCc1cn([C@@H]2CN(C(=O)C3CCCCC3)[C@@H](c3ccccc3)C[C@H]2O)nn1)c1ccccc1
1.8 | CCOC(=O)C1=CC[C@@H](c2ccc(F)cc2)N(S(=O)(=O)c2ccc(C)cc2)[C@H]1c1ccccc1
0.8 | Cc1cnc(C)c(Nc2nc(C(N)Cc3ccccc3)cs2)n1 (stereo unspecified)
1.2 | COc1cccc(C(=O)N2CCC[C@@H]2C(=O)N2CCC[C@H]2C(=O)NCc2ccncc2)c1
-0.6 | COCCNC(=O)CSc1nc(N)c(NC(=O)c2ccco2)c(=O)[nH]1
-0.6 | O=C1COc2ccc(C(=O)COC(=O)CCCOc3ccccc3)cc2N1
0.8 | CCc1nc2ccc(C(=O)Nc3cccc(NS(C)(=O)=O)c3)cn2c1N(C)CCCc1ccccc1
-1.3 | NC(=O)c1ccc(NS(=O)(=O)c2ccc(S(=O)(=O)N3CCCC3)cc2)cc1
-1.6 | O=C1NC[C@@H](CCCCN2C[C@H](Cc3ccccc3)N(CCc3ccc(O)cc3)C(=O)C2=O)N(Cc2ccccc2)C1=O

(more compounds)
MPTP block | Molecule
0.0 | CCCCN(CCCNC(=S)NCCCc1cnc[nH]1)c1ccc(Br)cn1
0.0 | Cc1c(C(=O)N2CCC2(C)C(=O)O)oc2ccccc12 (stereo unspecified)
0.2 | C=CCn1c(=O)c(C(=O)Nc2ncccc2C)c(O)c2ccccc21
1.1 | OC(c1cccc(Cl)c1)c1nc(-c2cccc3cccnc23)cs1 (stereo unspecified)
0.6 | CC1Nc2ncnc(N3CCc4ccccc4C3)c2N(Cc2ccccc2)C1=O (stereo unspecified)
1.3 | CC(=O)CC1c2cc(F)ccc2C=C(c2ccsc2)N1c1ccc(-c2cccnc2)cc1 (stereo unspecified)
23 | CC(C)Oc1ccc(F)cc1-c1cc(C(=O)NCc2cc(C(F)(F)F)cc(C(F)(F)F)c2)[nH]n1

The list is partial, so the mix of outcomes need not match the whole.
